# TRPC6 inh: mouse TRPC6 channel inhibitors, primary screen, cell-based, HEK293, membrane potential dye | Short transient receptor potential channel 6 (Mus musculus), Q61143 | AID 2553, 2010 | B-score at 10 µM | actives 1.1% (n = 310,000) | ACh-evoked depolarization; active compounds read low;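 active = B-score under library mean minus 3 SD, initial fluorescence not abnormally high, positive integrated signal ratio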;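 note: B-score derived from integrated fluorescence ratio over the kinetic read; more negative B-score means stronger inhibition of depolarization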
# TRPC6 activator: mouse TRPC6 channel activators, primary screen, cell-based, HEK293, membrane potential dye. actives 0.13% (n = 310,000). B-score at 10 µM. HEK293-TRPC6 membrane potential dye fluorescence; active compounds read high;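 active = B-score of the integrated fluorescence ratio above library mean plus 3 SD, and starting fluorescence ratio within library mean plus 5 SD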;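 note: higher score means more depolarization so channel activation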
# TRPC4 potent: positive allosteric modulators of TRPC4, primary screen, cell-based, mouse TRPC4beta, HEK293 mu-opioid, Fluo-4 calcium. actives 0.42% (n = 310,000). AID 2227, 2009. B-score at 10 µM. DAMGO EC20, Fluo-4 Ca2+ flux; active compounds read high;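 active = B-score of calcium response area above 5 SD of library B-scores, with initial fluorescence ratio within 5 SD of library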;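 note: B-score of integrated fluorescence ratio over time as area under calcium response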
# Target sequence (Q9QUQ5 whole entry, looked up): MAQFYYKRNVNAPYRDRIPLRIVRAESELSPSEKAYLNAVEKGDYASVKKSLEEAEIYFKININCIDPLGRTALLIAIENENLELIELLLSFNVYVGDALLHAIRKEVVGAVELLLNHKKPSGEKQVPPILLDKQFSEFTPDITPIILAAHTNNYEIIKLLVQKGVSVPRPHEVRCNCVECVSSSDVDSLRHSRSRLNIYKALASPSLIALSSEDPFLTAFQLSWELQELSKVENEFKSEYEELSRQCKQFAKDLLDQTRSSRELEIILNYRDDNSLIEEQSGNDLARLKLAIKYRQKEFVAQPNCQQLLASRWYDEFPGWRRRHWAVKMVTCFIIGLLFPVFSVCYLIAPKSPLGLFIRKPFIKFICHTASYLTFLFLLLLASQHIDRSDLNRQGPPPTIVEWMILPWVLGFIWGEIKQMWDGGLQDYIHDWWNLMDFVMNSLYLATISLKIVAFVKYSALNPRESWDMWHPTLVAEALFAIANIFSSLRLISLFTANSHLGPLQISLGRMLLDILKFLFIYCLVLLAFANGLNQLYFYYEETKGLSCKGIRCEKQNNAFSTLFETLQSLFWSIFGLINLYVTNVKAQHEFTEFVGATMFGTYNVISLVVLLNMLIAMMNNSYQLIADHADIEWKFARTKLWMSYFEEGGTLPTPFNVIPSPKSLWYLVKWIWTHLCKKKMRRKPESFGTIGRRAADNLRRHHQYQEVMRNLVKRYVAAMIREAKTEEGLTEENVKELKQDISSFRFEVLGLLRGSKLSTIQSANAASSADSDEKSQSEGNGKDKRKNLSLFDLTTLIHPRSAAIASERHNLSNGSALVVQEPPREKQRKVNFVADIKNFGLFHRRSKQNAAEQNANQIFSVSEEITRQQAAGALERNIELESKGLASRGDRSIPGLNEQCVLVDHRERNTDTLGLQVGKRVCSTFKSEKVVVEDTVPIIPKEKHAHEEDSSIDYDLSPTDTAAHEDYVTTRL
# TRPC4 agonist: activators of mouse TRPC4 channel, primary screen, Fluo4 calcium, HEK293 TRPC4beta/mu-opioid cells. Short transient receptor potential channel 4 (Mus musculus), Q9QUQ5. Fluo4 calcium fluorescence; active compounds read high. B-score at 10 µM. actives 0.49% (n = 310,000). AID 2237, 2010;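 active = B-score above 5 SD of library B-scores, and initial fluorescence ratio not above library mean plus 5 SD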;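 note: positive B-score marks a calcium rise read as TRPC4 activation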
#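 system = HEK293 cells stably co-expressing mouse TRPC4beta and mu-opioid receptor | schedule = Fluo4 dye loading 45 min at room temperature, 110 s recording | measure = B-scored integrated calcium fluorescence ratio | signal = Fluo4 calcium-sensitive dye fluorescence, kinetic, 1 Hz baseline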
# TMEM16A inh: TMEM16A chloride channel inhibitors, primary screen, cell-based, HTS. actives 1.2% (n = 310,000). normalized B-score (activity score, 25-100; higher = stronger inhibition) at 10 µM. Anoctamin-1 (Mus musculus), Q8BHY3. HEK293 TMEM16A/YFP iodide influx fluorescence, ionomycin;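 active = ratio plate-corrected score three or more library SD toward inhibition, starting fluorescence score within five deviations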;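 note: score derived from kinetic fluorescence span divided by baseline fluorescence per well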
# MrgX1 allo act: positive allosteric modulators of MrgX1, primary screen, HEK293 cells, Fluo-4 calcium flux | Mas-related G-protein coupled receptor member X1 (Homo sapiens), Q96LB2 | FDSS; active compounds read high | B-score at 10 µM | actives 0.63% (n = 310,000) | AID 588675, 2011;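 active = plate-corrected calcium response at least 3 library SD above typical, normal starting fluorescence, not activating the receptor alone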;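 note: compound read alongside a low EC10 to EC30 dose of BAM8-22 agonist; peak minus trough fluorescence over baseline measured at the second addition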
# MrgX1 ag: agonists of human MrgX1 receptor, primary screen, HEK293 cells, Fluo-4 calcium flux; Mas-related G-protein coupled receptor member X1 (Homo sapiens), Q96LB2; Fluo-4 calcium fluorescence, agonist mode; active compounds read high; B-score at 10 µM; actives 0.44% (n = 310,000); AID 588627, 2011;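 active = calcium response B-score plate-corrected fluorescence ratio at least 3 library SD, with starting fluorescence B-score inside 5 SD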
#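 Assay system: MrgX1-expressing HEK293 cells / Amount: fifteen thousand cells per well / Doses: test compound in the initial addition of three / Timing: cells plated overnight, dye loaded 0.5 h 37 °C, 0.5 h room temperature / Technique: kinetic calcium dye fluorescence, Fluo-4 NW / Control set: positive and negative controls per plate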
# MrgX1 antagonist: antagonists of human MrgX1 receptor, primary screen, HEK293 cells, Fluo-4 calcium flux; B-score at 10 µM; Mas-related G-protein coupled receptor member X1 (Homo sapiens), Q96LB2; AID 588676, 2011; actives 1.3% (n = 310,000); BAM8-22 antagonism; active compounds read low;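 active = calcium-response B-score plate-corrected more than 3 library SD below zero, starting fluorescence within 5 deviations, no agonist response on first addition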;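 note: peak minus trough fluorescence over baseline after final BAM8-22 challenge near maximal dose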
# ANO1 activ: TMEM16A chloride channel activators or potentiators, primary screen, cell-based, HTS | AID 623877, 2012 | HEK293 TMEM16A/YFP-H148Q/I152L, iodide quench fluorescence; active compounds read low | Anoctamin-1 (Mus musculus), Q8BHY3 | B-score at 10 µM | actives 0.3% (n = 340,000);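 active = fluorescence-ratio B-score plate-corrected deviation score at least 3 library SD below zero, with starting fluorescence score within 5 deviations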;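 note: channel opened by trigger with iodide after compound preincubation; score built on the fluorescence ratio of max minus min over baseline; more negative score means more quench and so TMEM16A activation or potentiation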
# SKKanGAS inh: S. pyogenes SKKanGAS growth inhibitors in kanamycin, primary screen, streptokinase expression inhibitor project, SKKanGAS strain, BacTiter-Glo luminescence; 6 h; inhibition, % at 7.5 µM; actives 1.3% (n = 300,000);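 active = mean replicate score, as percent of positive control median, at least 50; inconclusive = mean below 50 but one replicate at or above 50; inactive = mean and every replicate below 50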;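 note: strain carries kanamycin resistance gene driven by streptokinase promoter and grows in 40 µg/ml kanamycin; loss of luminescence reflects streptokinase promoter inhibition or plain growth inhibition; 0% = median of DMSO wells and 100% = positive control at its reference dose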
# TRPC4 block: inhibitors of mouse TRPC4 channel, primary screen, Fluo4 calcium, HEK293 TRPC4beta/mu-opioid cells; Short transient receptor potential channel 4 (Mus musculus), Q9QUQ5; DAMGO-evoked Fluo4 calcium flux; active compounds read low; B-score at 10 µM; actives 0.39% (n = 300,000); AID 2247, 2010;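 active = B-score over 3 SD under the library average, no early fluorescence shift, positive overall ratio signal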
#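 Assay system: Stable TRPC4beta/mu-opioid receptor HEK293 cells | Reagent: DAMGO in two steps, submaximal then maximal | Compound dosing: Single concentration per test compound | Signal: Fluo4 Ca2+ flux fluorescence | Evaluation: Per-well B score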
# * hit, by the source's call; i = inactive; ? = inconclusive; . = not tested or not shown. Rows were taken by chance, and some 6.7% of all compounds hit somewhere here.
SMILES,TRPC6 inh,TRPC6 activator,TRPC4 potent,TRPC4 agonist,TMEM16A inh,MrgX1 allo act,MrgX1 ag,MrgX1 antagonist,ANO1 activ,SKKanGAS inh,TRPC4 block
Cc1cc(=O)oc2cc(NC(=O)CCOc3ccccc3)ccc12,i,i,i,i,i,i,i,i,i,9,i
CCCNC(=O)C(=O)NCc1ccccn1,i,i,i,i,i,i,i,i,i,-6,i
Cc1ccc(-c2nc(N/N=C/c3cccnc3)c3ccccc3n2)cc1,i,i,i,i,i,i,i,i,i,15,i
CC1CCCCN1CCNC(=O)c1ccc2c(c1)N(Cc1ccccc1F)C(=O)c1ccccc1S2=O (stereo unspecified),i,i,i,i,i,i,i,i,i,2,i
O=C(NCc1ccco1)Nc1ccc(Br)cc1Cl,i,i,i,i,i,i,i,i,i,3,i
Cc1ccc(NC(=S)N2CCSC2c2cccs2)cc1 (stereo unspecified),i,i,i,i,i,i,i,i,i,4,i
O=C(CSc1nnc(NC(=O)C2CCCCC2)s1)NCc1ccco1,i,i,i,i,i,i,i,i,i,-2,i
CCc1c(C)c2ccc(OCC(=O)NCC3CCC(C(=O)O)CC3)cc2oc1=O (stereo unspecified),i,i,i,i,i,i,i,i,i,8,i
COc1ccc2c(c1)c(C(=O)N/N=C/c1cccs1)c(C)n2C,i,i,i,i,i,i,i,i,i,1,i
COc1cc(Cl)c(C)cc1NC(=O)CNC(C)c1ccccc1OC (stereo unspecified),i,i,i,i,i,i,i,i,i,21,i
Cc1cc2oc(=O)cc(CSc3nc(N)cc(N)n3)c2cc1C,i,i,i,i,i,i,i,i,i,2,i
Cc1ccccc1-n1c(C)nnc1SCC(=O)NCC1CCCO1 (stereo unspecified),i,i,i,i,i,i,i,i,i,-3,i
Cc1ccc(C(C)c2c(C)c([N+](=O)[O-])cc(C)c2[N+](=O)[O-])cn1 (stereo unspecified),i,i,i,i,i,i,i,i,i,-1,i
O=C(NCc1cccc(Cl)c1)c1ccco1,i,i,i,i,i,i,i,i,i,-7,i
COc1ccc(S(=O)(=O)N2CCCCCC2)cc1C(=O)NC1(C)CCS(=O)(=O)C1 (stereo unspecified),i,i,i,i,i,i,i,i,i,-6,i
COc1cc(/C=N/NC(=O)c2cc(-c3ccccc3)sc2N)cc(OC)c1OC,-5*,i,i,i,i,i,i,i,.,18,i
COc1cc2c(cc1OC)CN(C(=O)CN1CCN(S(=O)(=O)c3ccc(C)c(C)c3)CC1)CC2,i,i,i,i,i,i,i,i,i,-10,i
CC1Cc2ccccc2N1CC(=O)Nc1ccc2c(c1)OC(F)(F)O2 (stereo unspecified),i,i,i,i,i,i,i,i,i,12,i
N#Cc1c(N2CCCC2)nc(N)c2c(N)nc(N3CCCC3)cc12,i,i,i,i,i,i,i,i,i,5,i
CCOC(=O)C1=C(C)NC(C)=C(C(=O)OCC)C1c1sccc1C,-5.4*,i,i,i,i,i,i,i,i,-1,i
S=C(Nc1ccc(Oc2ccc(NC(=S)NC3CCCCC3)cc2)cc1)NC1CCCCC1,i,i,i,i,i,i,i,i,i,10,i
CC(C)CNC(=O)c1ccccc1NC(=O)/C=C/c1cccc([N+](=O)[O-])c1,i,i,i,i,i,i,i,i,i,1,i
O=C(c1ccco1)N1CCN(C(=O)c2cc(-c3ccccn3)nc3ccccc23)CC1,i,i,i,i,i,i,i,i,i,-16,i
CC(Sc1nc(N)cc(=O)[nH]1)C(=O)Nc1sc2c(c1C#N)CCCC2 (stereo unspecified),i,i,i,i,i,i,i,i,i,3,i
Cc1c(-c2nc(N)nc(Nc3ccc(F)cc3)n2)oc2ccccc12,i,i,i,i,i,i,i,i,i,0,i
Cc1cc(NC(=O)c2ccccc2C)n(-c2cccc(F)c2)n1,i,i,i,i,i,i,i,i,i,6,i
O=[N+]([O-])c1ccccc1S(=O)(=O)c1ccccc1,i,i,i,i,i,i,i,i,i,5,i
CC(=O)Nc1ccc(NC(=O)c2ccc(CN3CCc4ccccc4C3)cc2)cc1,i,i,i,i,i,i,i,i,i,-2,i
COc1cccc(CC(=O)N2CCC(n3nccc3NC(=O)C3CC3)CC2)c1,i,i,i,i,i,i,i,i,i,5,i
CC(=O)N(C(C)=O)N1C(=O)c2cccc3c(N4CCOCC4)ccc(c23)C1=O,i,i,i,i,i,i,i,i,i,4,i
Cc1ccc(S(=O)(=O)N2CCCC(C(=O)NCc3ccccc3F)C2)cc1 (stereo unspecified),i,i,i,i,i,i,i,i,i,-2,i
CSc1ccccc1NC(=S)Nc1ccccc1C(F)(F)F,i,i,i,i,i,i,i,i,i,-7,i
COc1ccc(-c2c(C)nn3c(C)cc(C)nc23)cc1,i,i,i,i,i,i,i,i,i,11,i
COCC(C)n1c(SC(C)C(=O)NC2CCCCC2C)nc2ccccc2c1=O (stereo unspecified),i,i,i,i,i,i,i,i,i,2,i
OC(CN1CCN(c2cccc(C(F)(F)F)c2)CC1)c1c[nH]c2ccccc12 (stereo unspecified),i,i,i,i,i,i,i,i,i,-7,i
CC(c1ccco1)N(C(=O)Nc1ccccc1)C1CCCCC1 (stereo unspecified),i,i,i,i,i,i,i,i,i,-1,i
CCc1ncc(C(O)c2cccc3ccccc23)n1C (stereo unspecified),i,i,i,i,i,i,i,i,i,3,i
CCn1c(CCn2c3ccccc3c3ccccc32)n[nH]c1=S,i,i,i,i,i,i,i,i,i,-3,i
CCCCN1C2=NCCCN2c2ccccc21,i,i,i,i,i,i,i,i,i,-6,i
Cc1ccc(S(=O)(=O)N2CCOCC2)cc1NC(=O)COC(=O)c1n[nH]c(=O)c2ccccc12,i,i,i,i,i,i,i,i,i,2,i

# Record cards, from the list above. Order of values: TRPC6 inh | TRPC6 activator | TRPC4 potent | TRPC4 agonist | TMEM16A inh | MrgX1 allo act | MrgX1 ag | MrgX1 antagonist | ANO1 activ | SKKanGAS inh | TRPC4 block
# COc1ccc(-c2c(C)nn3c(C)cc(C)nc23)cc1 across the screens: i | i | i | i | i | i | i | i | i | 11 | i
# CCc1ncc(C(O)c2cccc3ccccc23)n1C (stereo unspecified) across the screens: i | i | i | i | i | i | i | i | i | 3 | i

# Continued.
SMILES,TRPC6 inh,TRPC6 activator,TRPC4 potent,TRPC4 agonist,TMEM16A inh,MrgX1 allo act,MrgX1 ag,MrgX1 antagonist,ANO1 activ,SKKanGAS inh,TRPC4 block
COc1ccc(-c2ccc3ccccc3n2)cc1OC,i,i,i,i,i,i,i,i,i,-11,i
Cc1cc(C(=O)N/N=C/c2cn(C)nc2C)c2ccccc2n1,i,i,i,i,i,i,i,i,i,0,i
O=C(CN1CCN(CC(=O)Nc2ccc(Cl)cc2)CC1)Nc1ccc(F)cc1,i,i,i,i,i,i,i,i,i,-3,i
COc1ccc(CC(=O)N2CCc3cc(OC)c(OC)cc3C2O)cc1OC (stereo unspecified),i,i,i,i,i,i,i,i,i,-3,i
COc1ccc(C2SCC(=O)N2CCc2ccc(OC)c(OC)c2)cc1 (stereo unspecified),i,i,i,i,i,i,i,i,i,4,i
COc1ccc2[nH]cc(CCNC(=O)C3CCCNC3=O)c2c1 (stereo unspecified),i,i,i,i,i,i,i,i,i,-4,i
Cc1ccc(C(=O)N2CCCC(CCC(=O)N3CCN(c4ccccn4)CC3)C2)cc1C (stereo unspecified),i,i,i,i,i,7.8*,i,i,i,-1,i
CCC(C(=O)Nc1cc(C)cc(C)n1)c1ccccc1 (stereo unspecified),i,i,i,i,i,i,i,i,i,7,i
Cn1c(=O)c2c(O)c(C=NCc3ccccc3)c(=O)n(C)c2n(C)c1=O,i,i,i,i,i,i,i,i,i,-1,i
O=C(NCc1ccc(Cl)cc1)c1ccc(COCC(F)(F)F)o1,i,i,i,i,i,i,i,i,i,-9,i
CCCCCNCc1cccn1C,i,i,i,i,i,i,i,i,i,-4,i
COc1ccccc1Nc1nc2c(s1)CCC2,i,i,i,i,i,i,i,i,i,0,i
CCOC(=O)C(NC(=O)c1ccccc1)(OCc1ccccc1)C(F)(F)F (stereo unspecified),i,i,i,i,i,i,i,i,i,20,i
Cc1cccc(/C=N/NC(=O)c2ccncc2)n1,i,i,i,i,i,i,i,i,i,2,i
COc1ccc(NC(=O)CCC(=O)N/N=C/c2cn(C)nc2C)cc1,i,i,i,i,i,i,i,i,i,-9,i
Cc1ccn2c(NC3CCCC3)c(-c3ccccn3)nc2c1,i,i,i,i,i,12*,i,i,i,91*,i
Cc1sc(NC(=O)CN(Cc2ccc(F)cc2)C(=O)C(C)C)c(C(N)=O)c1C,i,i,i,i,i,i,i,i,i,0,i
CCc1nnc(NC(=O)CSc2nnc(-c3ccccc3O)n2CC)s1,i,i,i,i,i,i,i,i,i,2,i
CCc1c(C)[nH]c2nc3ccccc3n2c1=O,i,i,i,i,i,i,i,i,i,7,i
O=C(CSc1nnc(CNC(=O)c2c(F)cccc2F)o1)NCCc1ccccc1,i,i,i,i,i,i,i,i,i,?,i
CCCCOC(=O)CNc1nnc(SCC(=O)OCC)[nH]c1=O,i,i,i,i,i,i,i,-11*,i,-7,i
Cn1c(Cc2cccs2)nnc1SC/C=C/c1ccccc1,i,i,i,i,i,i,i,i,i,-8,.
C#CCSc1n[nH]c(=O)n1-c1cccc(C(F)(F)F)c1,i,i,i,i,i,i,i,i,i,-12,i
O=C(NCCCN1CCOCC1)c1onc(CSc2nc3ccccc3[nH]2)c1C(=O)NCCCN1CCOCC1,i,i,i,i,i,i,i,i,i,-1,i
